# High-throughput results: PubChem BioAssay, NCI
# yeast rad50 – NCI yeast anticancer drug screen, S. cerevisiae rad50 strain. % growth inhibition at 50 µM. 10% of 79,000 active. AID 155;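 further: 0% = growth of vehicle-only cultures of the same strain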
#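 Compounds were tested on a yeast strain with an engineered DNA damage repair alteration; the reported value is growth inhibition normalised to vehicle treatment.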
# yeast mec2-1 – NCI yeast anticancer drug screen, S. cerevisiae mec2-1 strain | 9% of 79,000 active | growth inhibition, % at 50 µM | AID 157;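 further: 0% = growth of vehicle-only cultures of the same strain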
#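 Using mec2-1 yeast: add compound, measure growth, express inhibition versus vehicle-treated cultures.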
# yeast mlh1 rad18 – NCI yeast anticancer drug screen, S. cerevisiae mlh1 rad18 strain. 11% of 79,000 active. AID 175. % growth inhibition at 50 µM;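 further: 0% = growth of vehicle-only cultures of the same strain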
#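 Genetically defined yeast (DNA repair-deficient) exposed to compounds; growth inhibition determined relative to vehicle.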
# sgs1 mgt1 – NCI yeast anticancer drug screen, S. cerevisiae sgs1 mgt1 strain. growth inhibition, % at 50 µM. 10% of 78,000 active. AID 161;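 further: 0% = growth of vehicle-only cultures of the same strain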
#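 Growth of a repair-deficient yeast mutant was monitored after compound treatment and expressed as inhibition relative to vehicle-treated cultures.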
# yeast bub3 – NCI yeast anticancer drug screen, S. cerevisiae bub3 mutant strain; growth inhibition, % at 50 µM; 9.9% of 78,000 active; AID 167;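 further: 0% = growth of vehicle-only cultures of the same strain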
#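 Readout: yeast growth inhibition, expressed relative to vehicle-only wells. The test organism is a mutant strain from a panel with lesions in DNA repair or checkpoint genes.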
# cln2 rad14 – NCI yeast anticancer drug screen, S. cerevisiae cln2 rad14 strain; growth inhibition, % at 50 µM; 8.3% of 78,000 active; AID 165;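 further: 0% = growth of vehicle-only cultures of the same strain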
#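 Yeast strain cln2 rad14, bearing defects in cell cycle control and DNA repair, serves as the test system; values reflect growth inhibition compared with vehicle.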
# Starred values were filed as active, the others as inactive. No stated cut-off is given here; in the data, active means growth inhibition above about 70%; inactive means the rest. Compounds were not picked by outcome, and some 14% of all compounds hit somewhere here.
SMILES,yeast rad50,yeast mec2-1,yeast mlh1 rad18,sgs1 mgt1,yeast bub3,cln2 rad14
COc1ccc2ccccc2c1C1OC(=O)c2ccccc21 (stereo not drawn),38,25,52,52,25,33
O=C1CCC(N2C(=O)c3ccccc3C2=O)C(=O)O1 (stereo not drawn),-22,-5,-13,-1,8,-38
C[C@]12C=C[C@@]3(CC[C@@H]4[C@](C)(CO)[C@H](O)CC[C@@]4(C)[C@@H]3CC1)C2,19,-43,5,15,-13,6
C=C1C(=O)OC2CCC3OC(C)(C)OC3C12 (stereo not drawn),6,18,11,15,32,-17
CCc1cc(CN2CCN(CCO)CC2)c(O)c(CN2CCN(CCO)CC2)c1,2,6,9,-13,-1,3
Cc1ccccc1[Si](c1ccccc1)(c1ccccc1)c1ccccc1,19,39,4,6,16,57
CN1CCc2nc(N)nc(-c3nc(N)nc4c3CN(C)CC4)c2C1,-3,-12,-2,-11,-37,-17
C#CCN(C)C(C)=O,25,-3,14,5,6,11
c1ccc2cc(-c3nnc(-c4ccc5ccccc5c4)o3)ccc2c1,9,-1,1,-5,3,-49
O=C(NCCN1CCOCC1)c1ccc(I)cc1,32,29,43,45,32,38
Cc1c(C(N)=O)c(-c2ccccc2)c(-c2ccccc2)n1Nc1ccccc1,17,-3,24,14,-5,12
O=C(O)CCCCC1CCSS1 (stereo not drawn),32,16,21,46,26,20
CCCOCC1(c2ccccc2)C(=O)NC(=O)N1C (stereo not drawn),6,18,4,-4,-4,-22
CC1=C(CCC(=O)O)c2cc3nc(cc4[nH]c(cc5[nH]c(cc1n2)c(C)c5C1CC1C(=O)O)c(C)c4C1CC1C(=O)O)C(C)=C3CCC(=O)O (stereo not drawn),0,22,25,30,13,-1
CN1CCCC1c1cccc(Br)c1 (stereo not drawn),59,17,26,22,-9,-1
O=C1CC(c2ccccc2)N1c1ccccc1 (stereo not drawn),-18,-34,-23,-11,-11,-21
ClC1CC(C(Cl)(Cl)Cl)CCC1C(Cl)(Cl)Cl (stereo not drawn),30,7,10,23,5,7
CC(=O)Nc1cc(NC(C)=O)c(N=O)c(NC(C)=O)n1,-20,-13,7,-1,-16,-3
CN(C)C1C(=O)C(C(=O)NCN2CCCC2)=C(O)C2(O)C(=O)C3=C(O)c4c(O)cccc4C(C)(O)C3CC12 (stereo not drawn),3,-5,21,-10,-27,-28
CCc1nc(=S)c2cnn(-c3ccccc3)c2[nH]1,16,1,24,11,8,-34
CC(=O)Nc1ncc(S(=O)(=O)c2ccc([N+](=O)[O-])cc2)s1,-28,-58,-32,-17,-41,-8
Cc1ccc2c(c1)C1(SCC(=O)N1c1ccc(Cl)cc1)C(=O)N2 (stereo not drawn),49,16,68,78*,65,21
CC(C)C(N)C(=O)Nc1nncs1 (stereo not drawn),12,-2,-29,-8,-34,-10
CC(=O)N(C)OC(=O)CC(=O)c1ccccc1,-39,-19,-28,-38,-34,-5
COc1ccc(Cl)cc1/C=C/C=N/NC(=O)c1ccncc1,21,26,19,39,38,14
CCN(CC)c1ccc2cc(S(=O)(=O)c3ccc(C)cc3)c(=O)oc2c1,-9,-10,1,0,-3,13
Cc1nc2[nH]cnc(=S)c2[nH]1,8,-7,-7,1,4,-6
CN(C)CCNC(=O)Cn1ccc(=O)c2c([N+](=O)[O-])cccc21,10,5,-59,16,22,3
COC(=O)C(N)Cc1cnc[nH]1 (stereo not drawn),-15,-11,1,-13,-10,-13
CCN(CC)CCOc1cc(C(C)C)ccc1C,76*,64,78*,63,40,76*

# Among those listed so far, 2 contain a nitro group on carbon:
SMILES,yeast rad50,yeast mec2-1,yeast mlh1 rad18,sgs1 mgt1,yeast bub3,cln2 rad14
CC(=O)Nc1ncc(S(=O)(=O)c2ccc([N+](=O)[O-])cc2)s1,-28,-58,-32,-17,-41,-8
CN(C)CCNC(=O)Cn1ccc(=O)c2c([N+](=O)[O-])cccc21,10,5,-59,16,22,3

# A second format for part of the listing above:
# Results follow in this order: yeast rad50, yeast mec2-1, yeast mlh1 rad18, sgs1 mgt1, yeast bub3, cln2 rad14
C#CCN(C)C(C)=O
  25, -3, 14, 5, 6, 11
c1ccc2cc(-c3nnc(-c4ccc5ccccc5c4)o3)ccc2c1
  9, -1, 1, -5, 3, -49
O=C(NCCN1CCOCC1)c1ccc(I)cc1
  32, 29, 43, 45, 32, 38
Cc1c(C(N)=O)c(-c2ccccc2)c(-c2ccccc2)n1Nc1ccccc1
  17, -3, 24, 14, -5, 12
O=C(O)CCCCC1CCSS1 (stereo not drawn)
  32, 16, 21, 46, 26, 20
CCCOCC1(c2ccccc2)C(=O)NC(=O)N1C (stereo not drawn)
  6, 18, 4, -4, -4, -22
CC1=C(CCC(=O)O)c2cc3nc(cc4[nH]c(cc5[nH]c(cc1n2)c(C)c5C1CC1C(=O)O)c(C)c4C1CC1C(=O)O)C(C)=C3CCC(=O)O (stereo not drawn)
  0, 22, 25, 30, 13, -1
CN1CCCC1c1cccc(Br)c1 (stereo not drawn)
  59, 17, 26, 22, -9, -1
O=C1CC(c2ccccc2)N1c1ccccc1 (stereo not drawn)
  -18, -34, -23, -11, -11, -21
ClC1CC(C(Cl)(Cl)Cl)CCC1C(Cl)(Cl)Cl (stereo not drawn)
  30, 7, 10, 23, 5, 7
CC(=O)Nc1cc(NC(C)=O)c(N=O)c(NC(C)=O)n1
  -20, -13, 7, -1, -16, -3
CN(C)C1C(=O)C(C(=O)NCN2CCCC2)=C(O)C2(O)C(=O)C3=C(O)c4c(O)cccc4C(C)(O)C3CC12 (stereo not drawn)
  3, -5, 21, -10, -27, -28
CCc1nc(=S)c2cnn(-c3ccccc3)c2[nH]1
  16, 1, 24, 11, 8, -34
CC(=O)Nc1ncc(S(=O)(=O)c2ccc([N+](=O)[O-])cc2)s1
  -28, -58, -32, -17, -41, -8
Cc1ccc2c(c1)C1(SCC(=O)N1c1ccc(Cl)cc1)C(=O)N2 (stereo not drawn)
  49, 16, 68, 78*, 65, 21
CC(C)C(N)C(=O)Nc1nncs1 (stereo not drawn)
  12, -2, -29, -8, -34, -10
CC(=O)N(C)OC(=O)CC(=O)c1ccccc1
  -39, -19, -28, -38, -34, -5
COc1ccc(Cl)cc1/C=C/C=N/NC(=O)c1ccncc1
  21, 26, 19, 39, 38, 14
CCN(CC)c1ccc2cc(S(=O)(=O)c3ccc(C)cc3)c(=O)oc2c1
  -9, -10, 1, 0, -3, 13
Cc1nc2[nH]cnc(=S)c2[nH]1
  8, -7, -7, 1, 4, -6

# Other structures
SMILES,yeast rad50,yeast mec2-1,yeast mlh1 rad18,sgs1 mgt1,yeast bub3,cln2 rad14
CCOc1ccc(NC(=O)Oc2ccc(C(=O)OC)cc2)cc1,3,17,11,16,27,-4
Cc1cccc(NC(=O)c2ccccc2)c1C,0,3,4,-2,-5,-23
O=C1OC(/C=C/c2ccccc2)=NC/1=C\c1ccccc1Cl,30,15,20,35,17,22
CC/C(C)=N/NC(=O)c1ccc([N+](=O)[O-])cc1,23,12,17,21,1,9
N#CCCN(CCC#N)C(Cc1cn(CCC#N)cn1)C(=O)O (stereo not drawn),-8,6,11,5,5,-13
COc1cc(C(=O)C(C=O)c2ccccc2)c([N+](=O)[O-])cc1OC (stereo not drawn),15,21,23,22,43,26
COC(=O)C1=C(C(=O)OC)N(C(C)C)[C@H]2C(C(=O)OC)=C(C(=O)OC)N(C(C)C)[C@@H]12,0,-10,13,-19,-35,6
OCCCOC(c1ccccc1)(c1ccccc1)c1ccccc1,-23,-29,-13,-30,-50,2
Nc1nnc2nc(C(C(=O)c3ccccc3)c3nc4nnc(N)n4[nH]c3=O)c(=O)[nH]n12,11,-3,14,-9,1,1
C=CCC(O)c1ccc2c(c1)OCO2 (stereo not drawn),-1,13,10,-10,-4,-40
Cc1cc(N)c(NC2OC(CO)C(O)C2O)cc1C (stereo not drawn),-25,1,20,5,41,-43
OCC(O)COc1ccc(Cl)cc1 (stereo not drawn),-5,-13,9,-1,6,2
C=CCC(O)c1ccccc1OC (stereo not drawn),10,9,8,21,-6,5
CC(C(C(=O)O)S(=O)(=O)O)C(C(=O)O)S(=O)(=O)O (stereo not drawn),-17,-2,-6,-8,-11,-26
CC(=O)NC1CONC1=O (stereo not drawn),1,9,14,-1,12,-14
CC(C)C1CCC(C)C(N2CC(=O)NC2=O)C1 (stereo not drawn),4,28,-6,-15,-3,11
CC(=O)C1=C(O)C(CSCc2ccccc2)NC1=O (stereo not drawn),11,1,15,6,15,-3
CCN(CC)/C(=C/C(=O)c1ccc(OC)cc1)C(=O)c1ccc(OC)cc1,-4,-21,-2,-3,19,-12
O=C(O)C1Cc2c([nH]c3ccccc23)C(c2cccs2)N1 (stereo not drawn),28,8,14,9,-20,0
O=c1ccnc(SCc2ccc(Cl)cc2)[nH]1,-5,2,8,-9,24,-16
CSc1nc(N)c2[nH]cnc2n1,0,18,24,8,-9,-18
O=C(O)c1cc(O)c(C(=O)O)cc1O,-3,-9,0,-19,-3,-15
O=[N+]([O-])c1ccc2c(c1)Cc1cc(N(CBr)CBr)ccc1-2,6,6,19,-1,-8,-22
Cc1c(C(=O)CC(=O)C(=O)Nc2ccc(Cl)c(Cl)c2)[n+](=O)c2ccccc2n1[O-],13,17,20,-16,19,34
CC[C@@]1(C)CCC2c3ccc(O)cc3CC[C@H]2C1C (stereo partly drawn),-2,-9,-7,21,-9,43
O=C1OC2(c3ccc(O)cc3Oc3cc(O)ccc32)C2C3CCC(O3)C12 (stereo not drawn),52,38,40,42,37,27
Cc1c(C(=O)CC(=O)C(=O)Nc2c(C(C)C)cccc2C(C)C)[n+](=O)c2ccccc2n1[O-],36,40,36,22,30,40
Cn1c2cc3ccccc3cc2nc2cc3c(cc21)c(Cl)c(=O)c1ccccc13,10,-3,-2,13,-4,6
O=C1C=C(Br)C(=O)c2ccccc21,99*,99*,99*,99*,99*,99*
CC1(C)[C@H](O)CC[C@]2(C)[C@@H]1CC[C@]13C=C[C@](C)(C1)[C@H](O)C[C@H]32,-1,-32,-14,-9,-32,0
CC1CC(=O)C(CC(=O)O)[C@H]1C(C(=O)C(=O)Nc1cc(Cl)ccc1Cl)[N+](=O)[O-] (stereo partly drawn),1,-11,-2,-10,-13,15
